Furin inhibitor: inhibitors of human furin; 0.061% of 220,000 active; inhibition, % at 30 µM; purified furin, fluorogenic substrate cleavage; P09958; AID 463115; in the data active = inhibition above about 25%; note: inactives centre near -15
Target sequence (P09958 108-714 limits assumed): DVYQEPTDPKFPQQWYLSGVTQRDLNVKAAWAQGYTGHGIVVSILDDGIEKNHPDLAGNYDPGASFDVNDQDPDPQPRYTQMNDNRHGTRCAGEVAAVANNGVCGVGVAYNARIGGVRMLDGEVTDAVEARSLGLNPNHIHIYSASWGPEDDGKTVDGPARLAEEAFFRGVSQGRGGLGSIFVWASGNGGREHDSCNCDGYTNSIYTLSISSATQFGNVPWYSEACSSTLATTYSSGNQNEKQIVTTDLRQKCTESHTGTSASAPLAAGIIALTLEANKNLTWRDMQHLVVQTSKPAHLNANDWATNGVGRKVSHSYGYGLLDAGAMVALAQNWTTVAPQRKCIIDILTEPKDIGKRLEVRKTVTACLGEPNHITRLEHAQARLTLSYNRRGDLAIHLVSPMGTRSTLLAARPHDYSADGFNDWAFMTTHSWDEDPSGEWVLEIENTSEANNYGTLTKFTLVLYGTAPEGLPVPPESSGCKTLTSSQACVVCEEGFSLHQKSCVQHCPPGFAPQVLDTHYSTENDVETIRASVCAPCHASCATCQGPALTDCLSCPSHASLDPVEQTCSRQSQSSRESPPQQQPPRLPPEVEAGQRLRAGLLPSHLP
Tb hexokinase: T. brucei hexokinase 1 inhibition; recombinant TbHK1, G6PDH-coupled NADH A340; inhibition, % at 10 µM; 0.11% of 220,000 active; AID 1430;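 active = inhibition of 50% or more in the single-dose primary screen; inactive = inhibition below 50%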
EBV gp42 inh: EBV gp42 inhibition; Q1HVG2; Fluorescence polarization binding assay, mP read-out; inhibition, % (tested at 21.74 µM); 0.42% of 220,000 active; in the data active = inhibition above about 50%
Target sequence (Q1HVG2 whole entry, looked up): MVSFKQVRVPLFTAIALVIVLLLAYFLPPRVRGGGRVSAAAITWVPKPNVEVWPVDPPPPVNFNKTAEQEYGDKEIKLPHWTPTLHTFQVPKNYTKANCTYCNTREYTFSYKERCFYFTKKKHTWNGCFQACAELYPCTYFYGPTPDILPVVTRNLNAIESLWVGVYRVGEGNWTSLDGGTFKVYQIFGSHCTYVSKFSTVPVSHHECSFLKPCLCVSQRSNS
RBBP9 inhibitor: blocks human serine hydrolase RBBP9; 0.2% of 220,000 active; AID 1515; inhibition, % at 7.94 µM; O75884; recombinant RBBP9, FP-Rh probe fluorescence polarization;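 active = inhibition above the campaign mean of all tested compounds plus 3 SD, cut at about 14% in these data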;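 note: plate controls were DMSO wells with RBBP9 for no effect and wells lacking RBBP9 protein for full effect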
Target sequence (O75884 whole entry, looked up): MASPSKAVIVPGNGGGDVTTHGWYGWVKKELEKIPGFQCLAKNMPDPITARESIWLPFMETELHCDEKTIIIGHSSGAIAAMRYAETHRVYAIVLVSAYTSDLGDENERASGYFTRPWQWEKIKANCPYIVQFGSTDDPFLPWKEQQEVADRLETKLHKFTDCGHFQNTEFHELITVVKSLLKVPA
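Test system: recombinant human RBBP9. Quantity: 2.5 µM RBBP9 dispensing solution, before mixing. Detection: FP readout at 525/598 nm. Reagent: Serine-hydrolase probe FP-Rh, 375 nM pre-mixing. Measure: % inhibition. Control set: DMSO-treated enzyme wells and wells lacking RBBP9. Buffer or medium: Tris-NaCl-Pluronic buffer, pH 8.0. Times: preincubation 30 min plus labeling 45 min at 25 °C.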
p97 ATPase inh: blocks human p97 ATPase activity | inhibition, % at 8 µM | 0.42% of 220,000 active | AID 1481 | recombinant p97 ATPase, Kinase-Glo ATP luminescence, 3 h; in the data active = inhibition above about 15%;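 note: 0% = DMSO vehicle and 100% = wells lacking enzyme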
Runt-SMMHC FRET: inhibitors of human RUNX1 Runt domain binding to CBFb-SMMHC; Q01196+Q13951; Cerulean-Runt/Venus-CBFb-SMMHC FRET ratio 530/480, 1 h; inhibition, % at 20 µM; 0.74% of 220,000 active;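 active = mean inhibition across duplicate retests at 20 µM reaching about 50%, limit read from the data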;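 note: 0% = DMSO wells and 100% = wells with excess untagged CBFb-SMMHC; inhibitors lower the FRET ratio by blocking Runt binding to CBFb-SMMHC; some results filed as inactive read as strong as hits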
Runt-CBFb FRET: Runt domain-CBFb interaction inhibition | Q01196+Q13951 | Cerulean-Runt/Venus-CBFb FRET ratio 530/480, 1 h | inhibition, % at 20 µM | 0.46% of 220,000 active | AID 1496;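 active = inhibition over about 50% at 20 µM in the single-dose screen, limit read from the data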;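 note: 0% = DMSO wells and 100% = excess unlabeled CBFb competitor control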
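Measured by: fluorescence energy transfer, 422 nm excitation, 530/480 nm emission; Assay system: Cerulean-Runt domain; Medium: Tris pH 7.5 buffer with BSA; Measure: loss of energy transfer signal; Controls: 5 µM unlabeled CBFb as full-inhibition high control; Incubation: protein complex preformed 1 h, compound exposure 1 h, room temperature, dark.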
m-calpain inh: inhibitors of pig calpain II. inhibition, % at 16 µM. AID 1236. 0.37% of 220,000 active. purified calpain II, fluorogenic peptide substrate, 30 min;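 active = inhibition above about 50%, limit read from the data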
NCF1 inh: inhibitors of human p47phox binding; p47phox/p22phox peptide binding, fluorescence polarization, 2 h; inhibition, % at 24.7 µM; 0.53% of 220,000 active; AID 1274;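 active = inhibition above about 30%, limit read from the data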;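 note: 0% = p47phox with labelled peptide and 100% = labelled peptide alone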
The depositor's hits bear a star; . = no result given; & = joins results of further samples; [ ] = dose if it differs, or a comment.

SMILES	Furin inhibitor	Tb hexokinase	EBV gp42 inh	RBBP9 inhibitor	p97 ATPase inh	Runt-SMMHC FRET	Runt-CBFb FRET	m-calpain inh	NCF1 inh
Cc1ccc(N2CCN(/N=C/c3sccc3C)CC2)cc1	-11[20 µM]	-4	3	-2	1	0	-1	-4	-4
O=C(/C=C/c1ccc([N+](=O)[O-])cc1)Nc1ncc([N+](=O)[O-])s1	-10	-7	27	-13	-5	-8	1	-1	-4
O=C(CSc1nnc2c(Cl)cc(C(F)(F)F)cn12)Nc1ccc2c(c1)OCO2	-9	-14	-8	-7	-6	0	1	-29	-3
Cc1ccc2cccc(Oc3ccc([N+](=O)[O-])cc3[N+](=O)[O-])c2n1	-14	-4	-8	-8	-1	-5	2	16	-1
COCCn1cc(C(=O)N2CCN(C)CC2)c2c3ccccc3n(C)c2c1=O	-28	-22	-10	-4	4	1	-1	-126	-7
CC(C)c1ccccc1-n1c(SCC(=O)N2CCc3ccccc3C2)nc2ccccc2c1=O	-14	1	-18	-14	-3	1	-2	0	-5
Cc1ccc(NC(=O)N(C2CCCCC2)C(C)c2cccnc2)cc1C (stereo not given)	-22	-1	-4	-5	-6	-4	3	28	0
CC1=Nc2ccc(C)cc2/C1=C/c1c(N)n2oc(C)cc2nc1=O	8&-23	-4&-6	-27&-35	-13&-23	7&6	-105&37	-138&-77	-22&-79	-154&-157
CCC1CCCCN1C(=O)CSC1=NN2CCCC(=O)N=C2S1 (stereo not given)	-24	7	-17	-11	1	1	-2	0	-10
Cn1c(O)c(N=NC(=O)c2cccc(S(=O)(=O)N3CCCCC3)c2)c2ccccc21	-10	-27	4	-5	2	-6	-12	-84	-1
O=C(CSc1nnc(Cc2ccccc2)n1-c1ccc(Cl)cc1)N1CCOCC1	-18[20 µM]	-5	-12	-2	-1	-6	-3	-9	-6
O=C(Nc1cccc(NC(=O)C2C3CC4OC(=O)C2C4C3)c1)c1ccccc1 (stereo not given)	-29	3	-19	-8	8	-2	0	1	-13
COc1ccc(OCCCON2C(=O)c3ccccc3C2=O)cc1	-35[20 µM]	-7	-5	-8	1	-4	-1	-13	-4
COC(=O)COc1ccc(NC(=O)Cn2nc(-c3ccccc3)c3ccccc3c2=O)cc1	-24	-7	-9	-2	3	-2	-1	-21	5
Cn1c(N2CCOCC2)c(/C=N/OC(=O)c2ccc(F)cc2)c2ccccc21	-11[20 µM]	-14	-20	-4	3	4	0	-5	-4
CC(C)CN1CCN(Cc2ccc(CN3CCCCC3)s2)CC1CCO (stereo not given)	-19	-4	-3	4	-2	-2	0	-10	-2
COC(=O)C1=C(C)N(C)C(=O)NC1c1cc2c(cc1[N+](=O)[O-])OCO2 (stereo not given)	-5	-6	15	-2	1	-108	-33	-73	-3
COc1cccc(OC)c1C(=O)NCCSC1CCCCC1	-22	3	-3	-2	-3	-2	-4	10	1
CCCNC(=O)Nc1cc(C)on1	-30	1	-6	-6	7	-2	0	-8	-8
COc1ccccc1C(=O)O/N=C(\N)c1ccccn1	-16	-9	-16	1	0	-6	1	22	3
C(=N\N1CCN(Cc2ccccc2)CC1)/c1cccs1	-26[20 µM]	-8	-13	-1	2	1	2	-6	-2
COC(=O)c1ccc(CSc2nc(C)nc3sc(C)c(C)c23)o1	-8	-12	1	-5	-11	-3	2	6	-2
COc1cc(-c2n[nH]c(=S)n2-c2cc(C(F)(F)F)ccc2Cl)cc(OC)c1OC	-12	0	0	-8	-4	5	8	11	-9
Cc1ccc(NC(=S)N2CCC(c3nc4ccccc4s3)CC2)cc1C	-24	-6	0	-6	-2	0	2	-11	-11
O=C(N/N=C/c1ccc(O)cc1O)/C(=C/c1ccccc1)CCO	-6	-36	4	3	-3	-1	4	25	-5

The final two records of the section above open the next one:
SMILES	Furin inhibitor	Tb hexokinase	EBV gp42 inh	RBBP9 inhibitor	p97 ATPase inh	Runt-SMMHC FRET	Runt-CBFb FRET	m-calpain inh	NCF1 inh
Cc1ccc(NC(=S)N2CCC(c3nc4ccccc4s3)CC2)cc1C	-24	-6	0	-6	-2	0	2	-11	-11
O=C(N/N=C/c1ccc(O)cc1O)/C(=C/c1ccccc1)CCO	-6	-36	4	3	-3	-1	4	25	-5
CCN1CCN(C(CNS(=O)(=O)c2ccc(OC)cc2)c2cccnc2)CC1 (stereo not given)	-17	-2	-10	-5	3	-1	0	5	-15
COCCNC(=O)c1onc(CSc2ccc(C(C)C)cc2)c1C(=O)O	-6[20 µM]	2	-14	-23	1	4	-2	-49	1
CC1=NN(/C(=N\c2nnc(C)s2)Nc2ccccc2)[C@H](c2ccc(C)cc2)S1	-4[20 µM]	-8	-10	4	-2	9	0	0	-21
CCOc1ccc(/C=N/NC(=O)c2[nH]ncc2Br)c(O)c1	-14	-9	7	-4	-35	30	11	8	-2
COc1ccc(-c2csc(Nc3ccc(C)cn3)n2)cc1OC	-13	-4	-2	0	-2	2	2	-23	-13
CCOCc1cc(C)[nH]c(=O)c1C#N	-60	-28	-9	-1	6	-7	-1	-24	-2
COc1ccc(-c2c[nH]c(=O)[nH]c2=O)cc1OC	-24	-1	-23	-4	3	2	0	-22	4
CN(C[C@H](Cc1ccccc1)N(C[C@H](Cc1cccc2ccccc12)N(CCc1ccccc1)N=O)N=O)N=O	-27	-7	-11	.	.	2	-2	-55	-20
CC(C)[C@H](NC(=O)c1ccc(Cl)c([N+](=O)[O-])c1)C(=O)NCc1ccc(Cl)cc1Cl	-22	-2	-31	4	5	-3	-1	-4	-26
O=C(NC1CCS(=O)(=O)C1)Oc1ccccc1 (stereo not given)	-18[20 µM]	1	-26	5	4	0	2	2	2
CC(C)S(=O)(=O)CC(=O)c1ccc(Cl)cc1	-24	-8	2	-10	-1	-3	1	-18	0
Clc1ccc(-c2cn(-c3ccc(Cl)cc3)c3[n+]2CCCCC3)cc1	-20	9	-3	-5	1	-4	1	-6	-12
O=C(O)CSc1nnc(CNc2cccc(C(F)(F)F)c2)n1Cc1ccco1	-10	6	2	11	1	-1	14	18	-1
Cc1cc2nc(C3CCCN(C(=O)NCc4ccccc4)C3)[nH]c2cc1C (stereo not given)	-14[20 µM]	-4	-15	-11	4	5	-1	-13	-9
Cc1nc(-c2nnc(SCC(=O)Nc3cc(C(F)(F)F)cc(C(F)(F)F)c3)n2C)cs1	-18	-6	-20	11	5	-4	0	-21	-2
COc1ccc(N(C)S(=O)(=O)c2cccc(C(=O)OCC(=O)Nc3sc4c(c3C#N)CCCCC4)c2)cc1	0	16	-8	-4	-1	5	0	-7	-23
O=C(Nc1ccccc1C(=O)NCc1ccco1)c1ccco1	-19	-6	-2	-2	7	-14	4	-8	-13
Cc1nn(C(=O)c2nn(C)cc2[N+](=O)[O-])c(C)c1Br	-28	-6	-11	-2	7	5	0	-27	-10
COc1c(OC(C)=O)ccc(/C=C/c2ccc3ccccc3n2)c1[N+](=O)[O-]	1[20 µM]	-20	12	-1	4	-2	-2	18	-12
Cc1ccc(-c2nnn(CC(=O)NCC3CC3)n2)o1	-5[20 µM]	3	3	-11	6	2	-3	-32	-9
CC1CN(C(=O)CN2C(=O)NC(C)(c3ccccc3)C2=O)CC(C)O1 (stereo not given)	-17	-2	4	4	6	1	0	1	-10
O=C(NCCCn1ccnc1)c1csc2ccccc12	-19[20 µM]	1	-21	7	2	2	2	-16	-20
CCCc1cc(=O)oc2cc(OCc3ccc(OC)cc3)c(Cl)cc12	-7	0	4	-9	-9	5	2	16	12
COCCNC(=O)Cn1nc(C(F)(F)F)c(Cl)c1C	-17	-11	-11	-1	0	-1	1	-8	-14
C=CCOC(=O)C(C#N)c1nc2ccccc2nc1N1CCN(Cc2ccccc2)CC1 (stereo not given)	-8	-4	11	-9	1	68*	0	-8	-6

More compounds follow:
SMILES	Furin inhibitor	Tb hexokinase	EBV gp42 inh	RBBP9 inhibitor	p97 ATPase inh	Runt-SMMHC FRET	Runt-CBFb FRET	m-calpain inh	NCF1 inh
Oc1cc(-c2ccccc2)c2ccccc2c1	-6	25	8	-10	10	0	0	-21	-12
CCCCOc1ccc(C(=O)NNC(=S)NC(=O)CC)cc1	-15	58*	-2	-1	10	1	6	1	-10
CCNc1cc(Nc2c(C)n(C)n(-c3ccccc3)c2=O)c([N+](=O)[O-])c2nonc12	-4	-38	-10	-4	3	-2	2	3	-9
Fc1ccc(Sc2cc(Cl)c(-c3ccccc3)nn2)cc1	-23	13	-2	-5	9	-1	-1	3	-5
CC(C)CCNC(=O)C(c1ccncc1)N(Cc1cccs1)C(=O)Cn1nnc(-c2ccc(F)cc2)n1 (stereo not given)	-17[20 µM]	-2	-11	-5	-2	-4	-6	-24	-29
COCC(O)CSc1nc(C)[nH]c1[N+](=O)[O-] (stereo not given)	-13[20 µM]	-9	-19	0	4	-7	2	-16	-7
Cc1ccc(C(=O)CN2/C(=C(\O)c3ccccc3)C(=O)c3ccccc3S2(=O)=O)c(C)c1	-19[20 µM]	-17	3	6	6	-8	-6	-113	-11
O=C(NCC(c1ccco1)N1CCN(c2ccccc2F)CC1)OCc1ccccc1 (stereo not given)	-11	4	12	-4	-6	-1	0	24	1

Of the compounds above, nine have an aryl thioether with sulfur outside any ring.
SMILES	Furin inhibitor	Tb hexokinase	EBV gp42 inh	RBBP9 inhibitor	p97 ATPase inh	Runt-SMMHC FRET	Runt-CBFb FRET	m-calpain inh	NCF1 inh
O=C(CSc1nnc2c(Cl)cc(C(F)(F)F)cn12)Nc1ccc2c(c1)OCO2	-9	-14	-8	-7	-6	0	1	-29	-3
CC(C)c1ccccc1-n1c(SCC(=O)N2CCc3ccccc3C2)nc2ccccc2c1=O	-14	1	-18	-14	-3	1	-2	0	-5
O=C(CSc1nnc(Cc2ccccc2)n1-c1ccc(Cl)cc1)N1CCOCC1	-18[20 µM]	-5	-12	-2	-1	-6	-3	-9	-6
COC(=O)c1ccc(CSc2nc(C)nc3sc(C)c(C)c23)o1	-8	-12	1	-5	-11	-3	2	6	-2
COCCNC(=O)c1onc(CSc2ccc(C(C)C)cc2)c1C(=O)O	-6[20 µM]	2	-14	-23	1	4	-2	-49	1
O=C(O)CSc1nnc(CNc2cccc(C(F)(F)F)c2)n1Cc1ccco1	-10	6	2	11	1	-1	14	18	-1
Cc1nc(-c2nnc(SCC(=O)Nc3cc(C(F)(F)F)cc(C(F)(F)F)c3)n2C)cs1	-18	-6	-20	11	5	-4	0	-21	-2
Fc1ccc(Sc2cc(Cl)c(-c3ccccc3)nn2)cc1	-23	13	-2	-5	9	-1	-1	3	-5
COCC(O)CSc1nc(C)[nH]c1[N+](=O)[O-] (stereo not given)	-13[20 µM]	-9	-19	0	4	-7	2	-16	-7

Bioassay records (PubChem)
